Source: PubChem (several laboratories)
LYP phosphatase – inhibitors of LYP phosphatase, biochemical, fluorescence intensity, uHTS (AID 1779); recombinant LYP phosphatase, fluorescence intensity; higher % means a stronger effect; one-dose inhibition, % at 11.5 µM; IC50 in µM for titrated hits; hit rate 0.054% among 290,000;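 further: plate controls were vehicle with enzyme for no effect and no enzyme for full effect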
HIV peptide binding – cell-free HIV fusion peptide-binding blockers – biochemical, uHTS, fluorescence dequenching, primary screen (AID 1986); inhibition, % at 20 µM; hits with a dose series show IC50 in µM; hit rate 0.3% among 290,000; cell-free peptide binding, fluorescence dequenching, 30 min; higher % means a stronger effect; in the data active means inhibition mostly above about 52%, no sharp cut-off; inactive means mostly below about 76%; further: some results filed as inactive read as strong as hits
HEK293 NOD2/NF-kB – inhibition of NOD2-driven NF-kB reporter – cell-based, luminescence, uHTS, HEK293 (AID 1566); HEK293 NOD2/NF-kB luciferase reporter, luminescence; higher % means a stronger effect; inhibition, % at 4 µM; hits with a dose series show EC50 in µM; hit rate 0.63% among 290,000; further: many of its hits are not listed in these tables
Myeloid diff 2 – promotes myeloid progenitor differentiation; hit rate 1% among 360,000; calls only at 10 µM; AID 624256; ER-HoxA9 myeloid progenitors, lysozyme-GFP differentiation, flow cytometry;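 active means normalized GFP-positive differentiation at or above the plate's own cutoff, the solvent-only control mean plus 3 SD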;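 further: cells exposed to compound for four days before flow analysis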
KOR beta-arrestin-1 – KOR antagonists, beta-arrestin recruitment, cell-based, luminescence, uHTS (AID 1778); KOR beta-arrestin recruitment, luminescence, antagonist mode; higher % means a stronger effect; one-dose inhibition, % at 10 µM; IC50 in µM for titrated hits; hit rate 0.091% among 290,000; further: strong numbers were not always called active
NOD1 inhibition – inhibition of NOD1-driven NF-kB reporter – cell-based, luminescence, uHTS, primary screen (AID 1578). hit rate 1% among 290,000. inhibition, % at 4 µM, or EC50 in µM where a hit was titrated. NOD1-driven NF-kB luciferase reporter cells, luminescence; higher % means a stronger effect; in the data active means inhibition mostly above about 36%, no sharp cut-off; inactive means mostly below about 34%;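 further: HEK-293T reporter cells stimulated with the NOD1 agonist gamma-tri-DAP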
KOR beta-arrestin-2 – kappa opioid receptor activators – cell-based, luminescence, uHTS, primary screen (AID 1777); hit rate 0.02% among 280,000; one-dose activation, % at 10 µM; EC50 in µM for titrated hits; KOR beta-arrestin recruitment, luminescence; higher % means a stronger effect; in the data active means activation above about 50%, passing the limit was not always enough; further: a part of the inactive calls stands beside numbers as strong as those of hits
PhoP inhibition – inhibitors of PhoP regulon expression, primary screen, Salmonella Typhimurium, GFP reporter (AID 1863); S. Typhimurium PhoP-regulated promoter GFP reporter, 4 h; higher % means a stronger effect; inhibition, % at 50 µM; hits with a dose series show IC50 in µM; hit rate 0.16% among 300,000;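 active means inhibition over 29.93%, a cutoff 3 SD above the screen mean, later confirmed by dose response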;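 further: 0% = low Mg2+ inducing control and 100% = high Mg2+ repressing control; strong numbers were not always called active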
SIAH1 antagonists – Siah-1 peptide-binding antagonists, primary screen, biochemical, fluorescence polarization, rhodamine-plectin, uHTS (AID 1817). Siah-1 / rhodamine-plectin peptide fluorescence polarization; higher % means a stronger effect. displacement, % at 20 µM; hits with a dose series show IC50 in µM. hit rate 0.02% among 290,000;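 active means displacement of at least 50% at 20 µM, with a fluorescence ratio check between 0.3 and a set limit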;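 further: plate controls were Siah plus tracer with DMSO for no effect and tracer alone without Siah for full effect; strong numbers were not always called active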
Myeloid diff 2 GFP+ MAC1+ % – also measured in Myeloid diff 2; calls as there; GFP+ MAC1+ double positive, %; measured here: differentiation confirmed by MAC1 staining
Active calls of the source: *; i = inactive; nt = no result given; + = active, no number; [ ] = dose if it differs, or a comment. Unless noted, no stated cut-off is given here; in the data, active means inhibition above about 50%; inactive means the rest.

1) O=C(NC(NNc1ccc([N+](=O)[O-])cc1)(C(F)(F)F)C(F)(F)F)c1ccc(F)cc1
2) Cc1cc(C(=O)Nc2ccccc2C(=O)O)ccc1NC(=O)COc1cccc(C)c1C
3) CC(C)OC(=O)CSc1nnc(-c2cccnc2)n1Cc1ccccc1
4) Cc1ccc(S(=O)(=O)Nc2cc(C(=O)Nc3cc(C)cc(C)c3)ccc2Cl)cc1
5) COc1ccc(/C=C(/NC(=O)c2ccc(C)cc2)C(=O)NCc2ccncc2)cc1
6) S=c1[nH]nc(COc2ccc(Cl)cc2)n1Cc1ccco1
7) COc1ccc(NC2=C3CCCC=C3N(c3ccc(OC)cc3)C2=O)cc1
8) O=C(CSc1nc2ccc([N+](=O)[O-])cc2s1)c1ccc2ccccc2c1
9) Clc1ccccc1Cn1nc(-c2ccccc2)nc1-c1ccccc1
10) Cc1ccc2c(ccn3cc4c(c(=O)n(C)c(=O)n4C)c23)c1

| assay / entry | 1 | 2 | 3 | 4 | 5 | 6 | 7 | 8 | 9 | 10 |
| --- | --- | --- | --- | --- | --- | --- | --- | --- | --- | --- |
| LYP phosphatase | -6% | -12% | 2% | 2% | -11% | -2% | -5% | -4% | 0% | -7% |
| HIV peptide binding | -8.9% | 55% | -0.1% | 11% | -0.8% | 21% | -0.6% | -2.0% | -0.4% | -2.0% |
| HEK293 NOD2/NF-kB | -142% | 48% | -2% | -14% | 10% | 13% | 19% | 10% | -2% | -23% |
| Myeloid diff 2 | i | i | i | i | i | i | i | i | i | i |
| Myeloid diff 2 GFP+ MAC1+ % | 0.5 | 0.8 | 0.9 | 0.8 | 4.0 | 0.1 | 0.4 | 0.4 | 0.3 | 0.0 |
| KOR beta-arrestin-1 | -31% | -44% | 0% | -9% | -30% | 6% | 14% | -20% | -2% | -32%[20 µM] |
| NOD1 inhibition | 12% | 9% | nt | -10% | -9% | -17% | -1% | -4% | -5% | -22% |
| KOR beta-arrestin-2 | -3.5% | -0.8% | 2.8% | -1.1% | -3.5% | -5.6% | -5.0% | 58%* | 8.4% | nt |
| PhoP inhibition | 3% | 8% | -8% | 15% | -1% | 3% | 8% | -10% | -14% | 6% |
| SIAH1 antagonists | 1% | 6% | 22% | 4% | -6% | 13% | 1% | 7% | 7% | -5% |

11) C/C(=N\NC(=O)COc1ccc(C#N)cc1)c1ccccc1OC(F)F
12) CC(Oc1ccccc1)C(=O)Nc1cccc(NC(=O)c2ccco2)c1 (stereo not given)
13) COc1ccc(/C=N/NC(=O)Cn2nnc3ccccc32)cc1OC
14) O=C(/C(=C/O)N=Nc1ccccc1)c1ccncc1
15) COc1cnc(SCC(=O)O)[nH]c1=O
16) O=C(NC1CC2CCC(C1)N2Cc1ccco1)c1ccccc1 (stereo not given)
17) CCCCn1c(N)c(N(CC)C(=O)c2cc(Br)ccc2Cl)c(=O)[nH]c1=O
18) S=C(Nc1ccccc1)N1CCN(C(=S)c2ccccc2)CC1
19) Cc1cc(NC(=O)c2ccco2)ncc1NC(=O)CCc1ccccc1
20) CCOc1ccc(NC(=O)CC2C(=O)N(c3ccc(OC)cc3)C(=S)N2Cc2ccccn2)cc1 (stereo not given)

| assay / entry | 11 | 12 | 13 | 14 | 15 | 16 | 17 | 18 | 19 | 20 |
| --- | --- | --- | --- | --- | --- | --- | --- | --- | --- | --- |
| LYP phosphatase | -3% | -10% | -1% | -4% | -3% | 2% | -5% | 3% | -13% | -3% |
| HIV peptide binding | -1.7% | -1.1% | -2.4% | 1.3% | -1.0% | 4.0% | -0.2% | -2.3% | 0.5% | 1.6% |
| HEK293 NOD2/NF-kB | -1% | 12% | 3% | -2% | 9% | -8% | -1% | -22% | -1% | 3% |
| Myeloid diff 2 | i | i | i | i | i | i | i | i | i | i |
| Myeloid diff 2 GFP+ MAC1+ % | 0.1 | 1.0 | 0.3 | 0.6 | 1.7 | 0.3 | 0.2 | 0.1 | 0.9 | 0.4 |
| KOR beta-arrestin-1 | 34% | 22% | 24% | 24% | 5% | 8% | -8% | 9% | -11% | 11% |
| NOD1 inhibition | -11% | 4% | -8% | 6% | -1% | -30% | -25% | -36% | -18% | -20% |
| KOR beta-arrestin-2 | -3.1% | 2.6% | -5.7% | -9.0% | -1.8% | -0.7% | 3.1% | -1.7% | 2.3% | -5.5% |
| PhoP inhibition | -2% | 2% | -7% | 8% | -4% | 5% | -6% | -2% | -7% | -5% |
| SIAH1 antagonists | 3% | -6% | -3% | 2% | 4% | -2% | -4% | 2% | 1% | -2% |

Only PhoP inhibition, for some of the entries so far:
No. | SMILES | PhoP inhibition
11 | C/C(=N\NC(=O)COc1ccc(C#N)cc1)c1ccccc1OC(F)F | -2%
12 | CC(Oc1ccccc1)C(=O)Nc1cccc(NC(=O)c2ccco2)c1 (stereo not given) | 2%
13 | COc1ccc(/C=N/NC(=O)Cn2nnc3ccccc32)cc1OC | -7%

(more compounds)
21) COC(=O)c1ccccc1NC(=O)CN1CCC(NC(=O)c2ccc(C)cc2)CC1
22) CCn1c(Cc2ccc(OC)cc2)nnc1SCC(=O)N1CCN(c2ccccc2)CC1
23) COc1ccc(C2NC(=O)NC(C)=C2C(=O)OC2CCC(C)CC2)cc1 (stereo not given)
24) CCCCn1c(NC(=O)c2ccccc2)nc2ccccc21
25) N/C(=N\OC(=O)c1ccc2ccccc2c1)c1cccc([N+](=O)[O-])c1
26) CCC(CC)C(=O)Nc1cccc(C(=O)N2CCOCC2)c1
27) C=CCn1c(Oc2cccc(C)c2)nc2c1c(=O)n(C)c(=O)n2C
28) Cc1ccc(-c2nnn(CC(=O)N(c3cccc(F)c3)C(C(=O)NC(C)(C)C)c3ccco3)n2)o1 (stereo not given)
29) CCS(=O)(=O)N1CCN=C1SCc1cccnc1
30) CCCCNC(=S)N1CCN(c2ccccc2Cl)CC1

| assay / entry | 21 | 22 | 23 | 24 | 25 | 26 | 27 | 28 | 29 | 30 |
| --- | --- | --- | --- | --- | --- | --- | --- | --- | --- | --- |
| LYP phosphatase | -9% | 1% | -7% | 0% | -2% | -2% | 0% | 2% | -2% | 1% |
| HIV peptide binding | -0.5% | 0.1% | 1.6% | 0.2% | -1.2% | -0.4% | 3.1% | 1.5% | 1.0% | 0.1% |
| HEK293 NOD2/NF-kB | 6% | 12% | 1% | 8% | -36% | -9% | 5% | 6% | -12% | -5% |
| Myeloid diff 2 | i | i | i | i | i | i | i | i | i | i |
| Myeloid diff 2 GFP+ MAC1+ % | 2.5 | 2.0 | 0.3 | 1.8 | 0.9 | 0.2 | 0.4 | 0.2 | 0.5 | 0.3 |
| KOR beta-arrestin-1 | -29% | 0% | -12% | 34% | 27% | 1% | 21% | -13%[20 µM] | -11% | 11% |
| NOD1 inhibition | 14% | 1% | -13% | 19% | -35% | 0% | -3% | -18% | -28% | -14% |
| KOR beta-arrestin-2 | 2.6% | -4.5% | -6.5% | 9.1% | 3.0% | 11% | -2.5% | nt | 0.2% | -6.2% |
| PhoP inhibition | 2% | -6% | 0% | -5% | 4% | -20% | -3% | 4% | -3% | -7% |
| SIAH1 antagonists | -2% | 4% | 7% | -2% | 5% | 0% | 6% | 0% | -3% | 1% |

31) Cc1cccc(C(=O)NNC(=O)c2ccccc2)c1
32) CCN(CC)CCNC(=O)Cn1cnc2sc(C)c(S(=O)(=O)N3CCOCC3)c2c1=O
33) CC(C)c1ccc(NC(=O)Cn2ncn3c(cc4ccccc43)c2=O)cc1
34) CCCn1c2ccccc2c2cnn(CC(=O)NC3CCC(C)CC3)c(=O)c21 (stereo not given)
35) CCS(=O)(=O)N1CCCC(C(=O)NC2CCCCC2)C1 (stereo not given)
36) CCc1ccc(OCC2c3cc(OC)c(OC)cc3CCN2C(=S)NCCOC)cc1 (stereo not given)
37) O=C(NCC1CCCO1)C(c1cccnc1)N(C(=O)Cc1cccs1)c1cccnc1 (stereo not given)
38) COc1cccc(-c2nc(N3CCCCC3C)c3ccccc3n2)c1O (stereo not given)
39) C/C=N/NC(=O)CCNC(=O)c1ccccc1
40) Cc1ccc(Br)cc1S(=O)(=O)Nc1cccnc1

| assay / entry | 31 | 32 | 33 | 34 | 35 | 36 | 37 | 38 | 39 | 40 |
| --- | --- | --- | --- | --- | --- | --- | --- | --- | --- | --- |
| LYP phosphatase | -5% | -2% | -7% | -8% | -1% | 2% | -1% | -3% | 3% | -9% |
| HIV peptide binding | -0.3% | -1.1% | 1.5% | 0.6% | -2.7% | -1.1% | 0.3% | 1.2% | 0.2% | 0.1% |
| HEK293 NOD2/NF-kB | 12% | 11% | 19% | 9% | 9% | 4% | 11% | 17% | 1% | 12% |
| Myeloid diff 2 | i | i | i | i | i | i | i | i | i | i |
| Myeloid diff 2 GFP+ MAC1+ % | 0.4 | 0.8 | 2.1 | 0.7 | 0.7 | 0.9 | 1.9 | 0.5 | 0.5 | 0.9 |
| KOR beta-arrestin-1 | -3% | 20% | 4% | 23% | -7% | 19% | -18% | -4% | -40% | -12%[20 µM] |
| NOD1 inhibition | -13% | 10% | 10% | -8% | 7% | 4% | -2% | 10% | 45% | -23% |
| KOR beta-arrestin-2 | 5.1% | -2.0% | 5.2% | 1.5% | 1.7% | 4.5% | 3.0% | -0.6% | 6.1% | -2.9% |
| PhoP inhibition | -5% | -12% | 11% | -5% | 21% | -4% | -3% | -20% | -9% | -8% |
| SIAH1 antagonists | 9% | 16% | -1% | 1% | -1% | 7% | 7% | -1% | -6% | 1% |

41) Cc1cc(C)c(C(N)=O)c(NCCc2ccccc2)n1
42) Cc1cc2ncc(Cl)nc2cc1C
43) COCCCNC(=O)CCNS(=O)(=O)c1ccc(C)cc1
44) O=C(Cn1ncc2c([nH]c3ccccc32)c1=O)Nc1ccc(CN2CCCCC2)cc1
45) CCOC(=O)c1cnn(CCOC(=O)Cc2cccs2)c1NC(=O)Cc1cccs1
46) CCOCCCNC(=O)CN1CCN(Cc2ccc(Cl)cc2)C1=O
47) CCc1ccc(NC(=O)N(C2CCCCC2)C(C)c2cccnc2)cc1 (stereo not given)
48) Cc1cc(NC(=O)CSc2nnc(COc3ccccc3)o2)no1
49) COC(=O)Cc1ccc(NC(=O)c2ccccc2Cl)cc1

| assay / entry | 41 | 42 | 43 | 44 | 45 | 46 | 47 | 48 | 49 |
| --- | --- | --- | --- | --- | --- | --- | --- | --- | --- |
| LYP phosphatase | -6% | 59%* | -8% | -14% | -4% | -7% | -10% | -9% | -14% |
| HIV peptide binding | -0.1% | -1.1% | -1.5% | -0.5% | 2.4% | 0.8% | 2.2% | 0.7% | 1.4% |
| HEK293 NOD2/NF-kB | 8% | 18% | 18% | 16% | 3% | 13% | -1% | -4% | -14% |
| Myeloid diff 2 | i | i | i | + | i | i | i | i | i |
| Myeloid diff 2 GFP+ MAC1+ % | 4.1 | 0.2 | 6.1 | 4.3* | 0.7 | 0.7 | 7.0 | 0.7 | 0.2 |
| KOR beta-arrestin-1 | -22% | 3% | -4% | -24% | 21% | 22% | 14% | -8% | -9%[20 µM] |
| NOD1 inhibition | -6% | 5% | 3% | -11% | -13% | -4% | -19% | -8% | -30% |
| KOR beta-arrestin-2 | -1.7% | -1.9% | 2.4% | -7.2% | -4.4% | -1.6% | 5.1% | -4.3% | -3.5% |
| PhoP inhibition | 9% | 2% | -9% | -7% | -3% | -3% | 4% | -1% | -1% |
| SIAH1 antagonists | -3% | 7% | 0% | 10% | -1% | 7% | 1% | 1% | 1% |

Some of the compounds tested; rates above refer to the full screens.
